Screening data deposited in PubChem BioAssay by National Center for Advancing Translational Sciences (NCATS).
HCV inh: HCV inhibition | 3.4% of 340,000 active | Huh7.5.1 HCVcc-Cre infection, luciferase reporter, 44 h | Potency, µM (top dose mostly 41.8 µM), for inactives: at the top dose activity change, negative = inhibition, most hits filed as inhibitors; further: potency means the concentration at half of the fitted maximal effect; on the % scale 0 is the no-effect control and ±100 the full control effect
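Reporter virus HCVcc-Cre (~0.5 moi) infects cells exposed to compound; seeding density 1,000 cells/well with 4 h settling beforehand. Luminescence, 15 sec read, taken 44 h post-infection following a 15 min RT substrate incubation.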
Shiga inhibitor: blocks Shiga toxin action in Vero cells | 9.2% of 290,000 active | inhibition, % at 38.7 µM | Vero cells, Shiga toxin protein synthesis inhibition reporter | AID 2315; in the data active means inhibition mostly above about 28%, no sharp cut-off; inactive means mostly below about 43%; further: 0% is about no effect
Pf growth 48h: P. falciparum growth inhibition at 48 hours (one generation); P. falciparum luciferase growth in erythrocytes, 48 h; Potency, µM (highest dose often 28.7 µM), without a hit: at the top dose activity change, negative = inhibition, actives largely listed as inhibitors; 5.9% of 310,000 active; further: potency means the concentration at half of the fitted maximal effect; on the % scale 0 is the no-effect control and ±100 the full control effect
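Read-out is firefly luciferase luminescence from an integrated reporter in P. falciparum, so falling signal marks reduced parasite growth. Infected erythrocytes were at 2% hematocrit and 0.1% parasitemia (final) in Albumax-supplemented RPMI 1640.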
Pf growth 96h: inhibits malaria parasite growth, 96 h. P. falciparum luciferase reporter growth, 96 h. Potency, µM (titrated, usually from 28.7 µM), for inactives: at the highest dose activity change, negative = inhibition, actives largely listed as inhibitors. 6.9% of 320,000 active. AID 504834; further: potency means the concentration at half of the fitted maximal effect; on the % scale 0 is the no-effect control and ±100 the full control effect
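Delayed-death screen, second-generation endpoint: infected erythrocytes, 2% hematocrit, 0.05% parasitemia final; 96 hours at 37 C, 5% CO2; luciferase detection reagent; luminescence decrease equals reduced growth.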
CHX counter: counter-screen for Shiga toxin inhibitors: cycloheximide protein synthesis inhibition; 12% of 300,000 active; cell reporter, cycloheximide protein synthesis inhibition counterscreen; max response, %; AID 2314; in the data active means max response mostly above about 13%, no sharp cut-off; inactive means mostly below about 14%; further: read at 38.3 µM for the half of the compounds with a filed dose; 0% is about no effect
FBPA Giardia inh: inhibitors of Giardia lamblia fructose-1,6-bisphosphate aldolase; 0.71% of 290,000 active; Potency, µM (titrated, usually from 59.6 µM), for the others: top-dose activity, negative = inhibition, hits mostly inhibitors; AID 2451; purified Giardia FBPA; further: potency means the concentration at half of the fitted maximal effect; on the % scale 0 is the no-effect control and ±100 the full control effect; nearly all actives have a fitted effect of over 55% in size
Target sequence (A8B2U2 whole entry, looked up): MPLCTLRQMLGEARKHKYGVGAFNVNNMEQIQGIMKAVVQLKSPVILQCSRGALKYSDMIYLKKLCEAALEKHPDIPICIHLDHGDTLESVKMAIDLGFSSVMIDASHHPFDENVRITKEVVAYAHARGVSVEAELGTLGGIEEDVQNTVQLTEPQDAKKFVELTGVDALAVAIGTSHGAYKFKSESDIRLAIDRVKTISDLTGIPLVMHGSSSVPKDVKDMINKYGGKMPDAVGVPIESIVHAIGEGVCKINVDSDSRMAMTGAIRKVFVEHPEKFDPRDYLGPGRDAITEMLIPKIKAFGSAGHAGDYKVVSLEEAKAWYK
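Giardia FBPA (40 nM reagent) was preincubated 10 min at RT with compound (up to 57.5 uM final), then substrate plus GAPDH/TPI/NAD/arsenate coupling system with diaphorase/resazurin was added; resorufin fluorescence (525/598 nm) was read after 20 min.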
* = called active by the depositor; ? = inconclusive; / = not tested or not shown; & = joins results of further samples; [ ] = another dose, or the depositor's remark. Unless noted, the call rests on the fitted dose curve; in most records, active means well fitted curve in the direction sought with a large enough effect; inconclusive means small, poorly fitted or top-dose-only effect, or another doubt; inactive means no such curve, though single readings can be large; an effect the other way counts as inactive or inconclusive.

mol	HCV inh	Shiga inhibitor	Pf growth 48h	Pf growth 96h	CHX counter	FBPA Giardia inh
CN(C)CCCN(C(=O)c1ccc(S(=O)(=O)N2CCCCCC2)cc1)c1nc2c(F)cc(F)cc2s1	-20%	/	?	-2%	/	/
Cc1c(Cl)c(-c2n[nH]c(=S)n2Cc2ccco2)nn1C	18%	-4	/	-6%	-2	-9%
COc1cc(CN2CCC(n3nccc3NC(=O)c3ccccc3OC)CC2)ccc1F	-4%	36	?	0%	22	6%
CN1CCN(C/C(=C2/N=C(c3ccccc3)OC2=O)N(C)C)CC1	?	4	-14%	-12%	12	4%
CN(c1ccc(C(=O)Nc2ccc(CC#N)cc2)cc1)S(C)(=O)=O	5%	58*	32%[activator]	70%[activator]	19	0%
C/C=C/C(=O)N1CC2(CC(c3cccc(NC(=O)CCCCC)c3)=NO2)C[C@H]1C(N)=O (stereo partly specified)	/	18	-23%	4%	-2	0%
O=C(CN1CCN(c2ccccc2F)CC1)Nc1cccnc1Cl	-14%	-12	494%[activator]	3%	6	1%
O=C(CSc1n[nH]c(-c2cccnc2)n1)Nc1ccccc1	14%	15	-21%	?	-1	-10%
COc1cccc(NC(=O)COC(=O)CNC(=O)C2CCCCC2)c1	7%	/	45%[activator]	49%[activator]	/	/
CCn1c(SCC(=O)Nc2cc(C)ccc2C)nnc1-c1cnccn1	10%	-7	-4%	?	-3	-11%
COc1ccc(CC(=O)n2[nH]c(=O)cc(C)c2=O)cc1OC	-6%	-3	?	0%	8	-1%
COc1ccc(CC(=O)NNC(=O)c2ccc(SCc3cc(F)ccc3F)c([N+](=O)[O-])c2)cc1	/	-10	32%[activator]	37%[activator]	-3	10%
COC(=O)N/N=C/c1ccccc1OCc1ccccc1	-1%	11	2%	0%	5	2%
O=C(O)CN1C(=O)CC(Cc2ccc(Cl)cc2)C1=O (stereo unspecified)	23%	-7	-13%	/	-4	14%
Cn1cc(CN2CCCC(CNS(=O)(=O)c3cccc4cccnc34)C2)cn1 (stereo unspecified)	15%	-31	9%	7%	-2	/
CC1(C)OC(=CC=Nc2ccc(Cl)cc2)OC1(C)C	8%	31	?	?	5	-2%
OC(COc1ccccc1)CSc1ncn[nH]1 (stereo unspecified)	-3%	-19	9%	48%[activator]	1	-1%
CCc1nn(CC(=O)NCc2ccccc2Cl)c(=O)c2cccn12	11%	2	28%	14%	-3	/
O=C1c2cccc(OCC(=O)N3N=C(c4cccs4)CC3c3ccc(F)cc3)c2CCN1Cc1cccnc1 (stereo unspecified)	?	-27	1.5µM*	?	-5	9%
O=C(Nc1ccc(NC(=O)C23CC4CC(CC(C4)C2)C3)cc1)c1cc(F)c(F)cc1Cl	3%	-17	13%	49%	1	-3%
CCCCOC(=O)C1=C(C)NC(=O)NC1c1ccc(N(C)C)cc1 (stereo unspecified)	-2%	-7	18%	176%[activator]	-2	4%
COc1ccc(OC)c(C2NC(=O)NC(C)=C2C(=O)OCc2ccccc2)c1 (stereo unspecified)	-20%	-16	-21%	-9%	1	-3%
Cc1ccc(S(=O)(=O)NC2CC2)cc1[N+](=O)[O-]	12%	6	1%	-9%	-2	10%
O=C(COc1coc(CN2CCc3ccccc3C2)cc1=O)Nc1cccc(F)c1	?	/	6%	4.7µM*	/	/
COc1ccc(CC(=O)N2CCC(Nc3nc4ccccc4n3Cc3ccc(F)cc3)CC2)cc1	?	-4	4.1µM*	9.3µM*	-5	0%
O=C(Cn1ncc2c3ccccc3n(Cc3ccccc3)c2c1=O)NCc1ccco1	-9%	-8	?	?	1	1%
CC(C)(C)c1ccc(C(=O)/C=C2\NC(=O)CS2)cc1	-16%	49	142%[activator]	-34%	26*	-4%
Cc1ccc(CNC(=O)CN(Cc2ccccc2)S(C)(=O)=O)cc1	18%	-3	-9%	-20%	-3	4%
Cc1cc(/C=N/NC(=O)CC2(C)OCCO2)c(C)n1-c1ccc(Cl)c(Cl)c1	3%	1	?	20%	-2	?
Cc1cc(C)n2c(SCC(C)C)nnc2n1	-20%	17	7%	54%[activator]	3	2%
CC(/C=C/c1ccccc1)=N\Nc1nc2c(c(=O)[nH]c(=O)n2C)n1CCO	5%	-2	35%[activator]	-13%	-1	-27%
Cc1cc(NS(=O)(=O)c2ccc(NC(=O)c3ccc([N+](=O)[O-])c(Cl)c3)cc2)no1	/	-29	-14%	?	-1	/
O=C(CCCC(=O)NC1CCCCC1)Nc1ccc([N+](=O)[O-])cc1	2%	-1	42%[activator]	-42%	-1	11%
CCCN(C(=O)CSc1nc2ccccc2n1CC)C1CCS(=O)(=O)C1 (stereo unspecified)	13%[8.37 µM]	-12	?	?	9	/
Cc1ccc(N2C(=S)SC3CS(=O)(=O)CC32)cc1 (stereo unspecified)	12%	-2	-2%	-21%	12	8%
c1c2c(cc3sc(N4CCCCC4)nc13)OCCO2	-3%	15	71%[activator]	-20%	26*	-2%
Cc1onc(-c2c(F)cccc2Cl)c1C(=O)N1C=CC(C(F)(F)Cl)=NCC1	19%	-10	-2%	0%	-3	4%
COc1cc(Cn2nnc3ccccc32)cc(Br)c1O	7%	14	?	?	1	2%
COc1cc(C)c(S(=O)(=O)n2c([N+](=O)[O-])cnc2C)cc1C	16%	/	26%	13%	-1	10%
CCN(CCNC(=O)C1CCN(c2nnc(-n3cccc3)s2)CC1)c1ccccc1	?	9	-25%	5%	-2	0%
N#CC[C@H](Cc1ccccc1)N1CC[C@@H](NC(=O)OCc2ccccc2)CCC1=O	-4%	9	1%	3%	1	0%
CC1(C)CC(=O)C(C(C2=C(O)CC(C)(C)CC2=O)c2cccc(O)c2)C(=O)C1 (stereo unspecified)	15%	27	?	-6%	9	-3%[12.9 µM]
O=C(COC(=O)c1ccc(Cl)cc1O)NCCN1C(=O)CSC1=O	13%	-10	8%	74%[activator]	2	0%
CCN(CC)c1ccc(/C=N/NC(=O)OC(C)(C)C)cc1	-12%	85*	10%	18%	34*	0%
CCCCCCc1cc2cc(/C(N)=N/NC(=O)c3ccncc3)c(=O)oc2cc1O	?	/	3.3µM*	20%	/	/
COc1ccc(Cn2c(CCC(=O)NCc3ccco3)nc3cccnc32)cc1	1%	-23	-8%	80%[activator]	-3	-9%
O=C(CSc1ccc2nnc(CCNC(=O)c3ccccc3)n2n1)NCc1ccco1	17%	-5	10%	6%	-2	/
Cc1cccc(OCC(=O)NCc2ccncc2)c1C	9%	17	1%	2%	-2	3%
COc1ccc(C(C)=O)cc1CN1C(=O)NC2(CCCC2)C1=O	-14%	-6	22%	?	-1	9%
CNCC(N)C(=O)O (stereo unspecified)	/	-10	/	/	-4	-12%

Further records follow.
mol	HCV inh	Shiga inhibitor	Pf growth 48h	Pf growth 96h	CHX counter	FBPA Giardia inh
COCCNc1nc(C)cc(-c2cc(-c3ccc(Cl)cc3)on2)n1	-12%	-2	46%[activator]	26%	-1	0%
CC(=O)NCCOc1c(C)cc(S(N)(=O)=O)cc1C	10%	-24	-1%	?	-5	2%
Cc1onc(-c2c(F)cccc2Cl)c1C(=O)O/N=C(\N)c1ccc([N+](=O)[O-])o1	?	36*	8.3µM*	12µM*	18	-11%
N#CCc1ccc(NC(=O)c2ccccc2C(=O)Nc2ccc(CC#N)cc2)cc1	20%	58*	20%	16%	22*	1%
Cc1ccc(S(=O)(=O)NCCC(=O)N2CCOCC2)cc1C	15%	/	4%	25%	/	/
CC(=O)NNC(=O)CSc1nnc(-c2ccccc2)c(-c2ccccc2)n1	10%	-6	-10%	0%	-1	-14%
CCOC(=O)Cc1csc(N/N=C\c2ccccc2OC)n1	-4%	50*	17%	2%	24*	-12%
C1CN(c2nc3nonc3nc2N2CCSCC2)CCO1	8%	-6	-1%	1%	0	6%
O=C1CC(NC23CC4CC(CC(C4)C2)C3)C(=O)N1c1ccc2c(c1)OCO2 (stereo unspecified)	3%	12	11%	/	2	-5%
O=C(c1cccc(NS(=O)(=O)c2cccc(C(F)(F)F)c2)c1)N1CCOCC1	23%	-8	32%	?	-1	7%
COc1cc(CCCN2C(=S)NC[C@H]2Cc2ccc(O)cc2)cc(OC)c1OC	11µM*	-8	10%	-1%	1	1%
COc1ccc(NC(=O)CC(Cc2ccccc2)C(=O)O)cc1 (stereo unspecified)	-4%	-20	-4%	4%	7	9%
Cc1nc(C)c(C(=O)Nc2cccc(C)c2C)o1	8%	-8	3%	69%[activator]	-2	0%
C=CCn1c(SCC(=O)N2CCOCC2)nc(O)cc1=O	27%	26	4%	35%[activator]	-2	4%
COc1ccccc1CNC(=O)CSc1nc2c(oc3ccccc32)c(=O)n1CC1CCCO1 (stereo unspecified)	15%	/	4%	?	/	/
COc1ccc(N(CC(=O)NC2CCCC2)C(=O)c2ccc(C)s2)c(OC)c1	-37%	-3	?	-3%	2	10%
O=C(CCC(=O)N1CCSc2ccccc21)NCc1ccc(Cl)cc1	0%	-3	?	85%[activator]	-2	-1%
COc1ccc(N2CC(C(=O)N[C@@H](C)C(=O)NC3CCCC3)CC2=O)cc1 (stereo partly specified)	16%	-1	21%	-23%	-7	/
O=C(CCC1CCCN(C(=O)c2cccc(F)c2)C1)N1CCN(c2ccccn2)CC1 (stereo unspecified)	0%	12	-17%	-19%	0	/
Cc1cccc(-n2nnnc2SCC(=O)NCC2CCCO2)c1 (stereo unspecified)	-3%	93	14%	87%[activator]	1	1%
CSc1cccc(CNC(=O)C2CCC(=O)N(Cc3cccc(C(F)(F)F)c3)C2)c1 (stereo unspecified)	-10%	86*	3%	-5%	22*	7%
CCSc1nnc(C(N)Cc2ccccc2)o1 (stereo unspecified)	11%	-11	60%[activator]	35%[activator]	6	4%
Cc1ccc(CN2C(=O)CCC2C(=O)NCCCN2CCCCC2C)cc1 (stereo unspecified)	-10%	-14	27%	200%[activator]	3	2%
COc1ccc(-c2csc3ncnc(N4CCN(S(=O)(=O)c5ccc(Cl)s5)CC4)c23)cc1	10µM*	/	?	?	/	/
O=C(N[C@@H](c1ccccc1)[C@@H]1C[C@H]1C(=O)O)OCc1ccccc1	38%[activator]	20	13%	13%	-2	9%&10%

Whole records from above.
COc1cc(CCCN2C(=S)NC[C@H]2Cc2ccc(O)cc2)cc(OC)c1OC reads HCV inh = 11µM*; Shiga inhibitor = -8; Pf growth 48h = 10%; Pf growth 96h = -1%; CHX counter = 1; FBPA Giardia inh = 1%
O=C(CCC(=O)N1CCSc2ccccc21)NCc1ccc(Cl)cc1 reads HCV inh = 0%; Shiga inhibitor = -3; Pf growth 48h = ?; Pf growth 96h = 85%[activator]; CHX counter = -2; FBPA Giardia inh = -1%

The list goes on:
mol	HCV inh	Shiga inhibitor	Pf growth 48h	Pf growth 96h	CHX counter	FBPA Giardia inh
CCc1c(C)c(C#N)c2nc3ccccc3n2c1NC	0%	-5	-12%	-17%	-3	10%
CCOc1ccc(S(=O)(=O)N2CCC(C(=O)NCc3ccccc3CN3CCCC3)CC2)cc1	-30%	/	9.3µM*	13µM*	/	/
NNCc1cccc(O)c1	4%	102*	?	?	35*	-3%&-17%
c1ccc(-c2nnc(N3CCCC3)nc2-c2ccccc2)cc1	?	-1	-15%	-26%	-2	4%
Cc1cccc(N2CCN(C(=O)CCN3C(=O)C4C5C=CC(C5)C4C3=O)CC2C)c1 (stereo unspecified)	12%	-10	-7%	-37%[1.15 µM]	-3	2%

This is a random part of the collection. Share with any hit: about 24%.
